# Screening results as filed in PubChem.
# pPAFAH FP inh – pPAFAH enzyme inhibitors, primary screen, biochemical, fluorescence polarization, human. inhibition, % at 3.39 µM. recombinant pPAFAH, FP-rhodamine probe fluorescence polarization. 330,000 compounds, 1.5% hits. Platelet-activating factor acetylhydrolase (Homo sapiens), Q13093;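 active = inhibition above the mean inhibition across the screen plus 3 SD, cut at about 25% in these data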;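 note: inhibitors block binding of the rhodamine activity-based probe so polarization drops; 0% = enzyme with DMSO and 100% = wells lacking pPAFAH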
# GSTO1 counter – inhibitors of recombinant GSTO1, primary screen, counter-screen for RBBP9 inhibitor project, biochemical, fluorescence polarization; Glutathione S-transferase omega-1 (Homo sapiens), P78417; activity-based probe fluorescence polarization; inhibition, % at 5.96 µM; AID 1974, 2009; 300,000 compounds, 1.1% hits;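 active = inhibition above the campaign mean inhibition plus 3 SD, cut at about 35% in these data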;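 note: 0% = GSTO1-1 with DMSO and 100% = wells lacking GSTO1-1 enzyme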
# Target sequence (P78417 whole entry, looked up): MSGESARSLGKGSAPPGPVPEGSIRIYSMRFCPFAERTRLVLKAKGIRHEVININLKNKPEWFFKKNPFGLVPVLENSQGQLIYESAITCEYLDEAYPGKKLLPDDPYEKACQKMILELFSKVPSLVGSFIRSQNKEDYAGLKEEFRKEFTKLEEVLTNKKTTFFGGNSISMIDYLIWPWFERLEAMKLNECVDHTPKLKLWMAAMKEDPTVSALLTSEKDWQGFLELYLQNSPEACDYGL
# PAFAH1B2 inh – PAFAH1B2 enzyme inhibitors, primary screen, biochemical, fluorescence polarization, human. Platelet-activating factor acetylhydrolase IB subunit alpha2 (Homo sapiens), P68402. recombinant PAFAH1B2, FP-rhodamine activity probe. inhibition, % at 3.39 µM. 340,000 compounds, 1.2% hits. AID 492953, 2010;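 active = inhibition above the mean of all tested compounds plus 3 SD, cut at about 24% in these data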;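 note: 0% = enzyme with DMSO and 100% = wells lacking PAFAH1B2; many of its hits are not listed in these tables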
# Target sequence (P68402 whole entry, looked up): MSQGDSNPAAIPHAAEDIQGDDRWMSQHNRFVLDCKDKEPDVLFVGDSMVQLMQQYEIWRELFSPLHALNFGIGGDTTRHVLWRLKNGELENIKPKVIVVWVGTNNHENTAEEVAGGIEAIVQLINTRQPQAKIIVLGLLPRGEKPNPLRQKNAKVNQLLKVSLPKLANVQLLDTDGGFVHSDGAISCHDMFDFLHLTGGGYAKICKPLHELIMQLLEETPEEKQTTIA
# PAFAH2 inh – PAFAH2 enzyme inhibitors, primary screen, biochemical, fluorescence polarization, human | Platelet-activating factor acetylhydrolase 2, cytoplasmic (Homo sapiens), Q99487 | recombinant PAFAH2, FP-rhodamine activity probe | inhibition, % at 3.39 µM | 340,000 compounds, 0.99% hits | AID 492956, 2010;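 active = inhibition above the mean over all tested compounds plus 3 SD, cut at about 30% in these data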;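 note: inhibitors block probe labeling of enzyme so polarization drops; 0% = enzyme with DMSO and 100% = wells lacking PAFAH2 protein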
# LYPLA1 counter – LYPLA1 inhibitors, primary screen, counter-screen for PME1 inhibitor project, biochemical, fluorescence polarization, FP-Rh probe ABPP | Acyl-protein thioesterase 1 (Homo sapiens), O75608 | recombinant LYPLA1 | inhibition, % at 5.9 µM | 320,000 compounds, 0.16% hits | AID 2174, 2009;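 active = inhibition above the mean of all tested compounds plus 3 SD, set per campaign, cut at about 14% in these data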;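 note: inhibitors block serine hydrolase probe labeling of LYPLA1 so polarization falls; 0% = enzyme with DMSO and 100% = wells lacking LYPLA1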
# Target sequence (O75608 whole entry, looked up): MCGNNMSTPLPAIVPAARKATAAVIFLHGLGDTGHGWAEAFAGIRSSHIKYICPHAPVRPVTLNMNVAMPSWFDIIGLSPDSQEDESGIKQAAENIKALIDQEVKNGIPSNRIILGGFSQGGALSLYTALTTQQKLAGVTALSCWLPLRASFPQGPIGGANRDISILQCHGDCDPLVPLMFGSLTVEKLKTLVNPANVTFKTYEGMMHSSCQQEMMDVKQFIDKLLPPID
# PME-1 inh – PME-1 inhibitors via competitive probe labeling, primary screen, biochemical, fluorescence polarization, FP-Rh probe, HTS | Protein phosphatase methylesterase 1 (Homo sapiens), Q9Y570 | recombinant PME-1 | 320,000 compounds, 0.53% hits | inhibition, % at 5.9 µM;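 active = inhibition above the campaign mean of all compounds plus 3 SD, cut at about 26% in these data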;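 note: competitive labeling of PME-1 active site by serine hydrolase directed probe; 0% = PME-1 with DMSO and 100% = wells lacking PME-1 enzyme; inhibitors block probe labeling so polarization falls and inhibition rises; many of its hits are not listed in these tables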
# Fam108B inh – mouse Fam108B serine hydrolase inhibitors, primary screen, counter-screen for RBBP9 inhibitor project, biochemical, fluorescence polarization. recombinant Fam108B, FP-Rh probe fluorescence polarization. inhibition, % at 9.51 µM. 300,000 compounds, 0.33% hits;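 active = inhibition above the screen mean inhibition plus 3 SD, computed separately per campaign, cut at about 18% in these data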;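 note: inhibitors lower polarization as less probe binds the enzyme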
# PAD4 inh – human PAD4 inhibitors, primary screen, biochemical, fluorescence polarization, 1536-well format. Protein-arginine deiminase type-4 (Homo sapiens), Q9UM07. recombinant PAD4, RCA probe fluorescence polarization. inhibition, % at 6.36 µM. 330,000 compounds, 0.41% hits. AID 485272, 2010;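 active = percent inhibition above a cutoff equal to the mean of all tested compounds plus 3 SD, cut at about 15% in these data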;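 note: 0% = PAD4 with RCA probe and DMSO and 100% = probe without PAD4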
# PAFAH1B3 FP inh – PAFAH1B3 enzyme inhibitors, primary screen, biochemical, fluorescence polarization, human; Platelet-activating factor acetylhydrolase IB subunit alpha1 (Homo sapiens), Q15102; recombinant PAFAH1B3, FP-rhodamine probe; inhibition, % at 3.39 µM; 340,000 compounds, 0.28% hits;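 active = inhibition above the screen-wide average of all tested compounds plus 3 SD, cut at about 25% in these data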;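 note: 0% = enzyme with DMSO only and 100% = wells lacking PAFAH1B3 protein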
# Target sequence (Q15102 whole entry, looked up): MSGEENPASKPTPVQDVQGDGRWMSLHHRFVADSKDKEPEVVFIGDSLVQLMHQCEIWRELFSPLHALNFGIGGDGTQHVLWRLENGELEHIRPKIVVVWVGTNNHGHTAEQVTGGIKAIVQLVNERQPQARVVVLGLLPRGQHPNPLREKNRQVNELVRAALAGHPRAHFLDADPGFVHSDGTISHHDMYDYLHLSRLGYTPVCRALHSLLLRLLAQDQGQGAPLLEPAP
# An asterisk follows results filed as active; . = not tested or not shown; & = joins results of further samples. Some of the compounds tested; rates above refer to the full screens.
Compound	pPAFAH FP inh	GSTO1 counter	PAFAH1B2 inh	PAFAH2 inh	LYPLA1 counter	PME-1 inh	Fam108B inh	PAD4 inh	PAFAH1B3 FP inh
COc1ccc2c(c1)c(C(=O)CN1CCN(C)CC1)c(C)n2Cc1ccccc1	5.5	1.1	-1.9	1.4	-0.7	-0.7	-3.6	-3.7	-4.0
Cc1cc(C)nc(-n2c(C)nc3cc(Cl)ccc3c2=O)c1	3.2	1.7	8.1	-2.6	-0.6	-1.3	2.9	-7.8	-2.3
COc1ccccc1N=C1SCCCN1C	3.7	7.7	2.3	5.9	0.8	-0.9	0.9	1.2	13.4
COc1ccccc1CN1CCCC(C(=O)c2ccccc2SC)C1 (stereo unspecified)	3.3	5.5	-2.1	12.7	0.4	2.6	-4.6	-1.3	5.2
Cc1nc2ccccc2c(=O)n1-c1ccc(F)cc1	6.7	-4.4	6.9	1.6	2.6	4.8	9.0	5.0	-3.8
COC(=O)C1=C(c2ccc(Cl)c(C(F)(F)F)c2)C[C@@H]2CC[C@H]1N2C(=O)NCCNC(C)=O	-0.6	.	3.0	1.3	0.2	-0.5	.	-5.5	2.3
CC(=O)N1CCN(Cc2ccc(Cl)nc2)CC1	-2.4	-3.8	0.5	-4.2	-1.4	-3.3	-2.3	-5.2	1.1
COC1=C[C@@H]2C3=C([C@@H]2C1=O)[C@@H](NC(C)=O)CCc1cc(OC)c(OC)c(OC)c13	2.4	0.6	-9.5	-6.8	0.4	5.6	2.1	-1.1	1.9
CCSc1cc(C2C(C#N)=C(N)Oc3n[nH]c(C)c32)c(C)o1 (stereo unspecified)	-1.2	3.2	4.5	-2.7	1.6	-3.5	0.7	-2.9	4.0
C[N+]12CCC(CC1)C(C(O)(c1cccc(Cl)c1)c1cccc(Cl)c1)C2 (stereo unspecified)	0.9	-4.2	1.2	8.7	-2.0	-3.6	0.5	1.6	5.4
CCC(=NCc1cccnc1)c1c(O)n(-c2ccccc2C)c(=O)[nH]c1=O	-6.3	-0.9	7.0	7.6	-2.5	-4.3	-1.9	-0.2	0.5
O=C(O)CC1OCC=C2CN3CCC45C6=CC(=O)C(=O)C([N+](=O)[O-])=C6NC4C1C2CC35 (stereo unspecified)	5.2	78.6*	10.3	9.1	1.6	5.7	2.7	66.1*	71.5*
Cc1cc(N2CCNCC2)nc2ccccc12	-3.6	-1.3	1.2	-2.9	-0.3	1.3	-5.1	5.6	-3.3
Cc1nc2sccc2c(=O)n1-c1ccccc1Cl	0.8	2.8	0.7	-1.4	0.1	-1.9	1.4	-6.4	4.9
CCn1cc(C(=O)N2CCOCC2)c2ccccc21	1.2	7.6	4.2	-5.5	-1.9	-0.9	1.5	-3.0	6.1
Cc1ccc(-c2nc3ccccc3c(=O)n2-c2ccc(Br)cn2)cc1	-3.1	-1.6	-0.7	-1.3	-3.0	-1.5	5.7	0.2	-6.9
COc1ccc2c(c1OC)C(=O)O[C@@H]2[C@H]1c2cc3c(cc2CCN1C)OCO3	3.9	-3.1	-0.3	2.4	-2.3	-2.2	-1.1	-3.5	9.7
C/C(=N\N1CCCCCC1)c1c(O)n(-c2ccccc2)c(=O)[nH]c1=O	-1.3	-1.2	8.3	2.2	1.3	-4.5	3.0	-2.1	5.9
Cc1cc(N2C(=O)C3CCCN3C2c2cccc(Cl)c2)no1 (stereo unspecified)	3.3	1.1	-2.3	-1.0	-2.1	-2.2	-2.2	-6.5	3.5
CCOP(=O)(OCC)/C(C#N)=C/c1ccc(Br)cc1	6.0	6.0	17.3	4.3	4.3	2.0	-2.2	0.5	4.9

# Continuation:
Compound	pPAFAH FP inh	GSTO1 counter	PAFAH1B2 inh	PAFAH2 inh	LYPLA1 counter	PME-1 inh	Fam108B inh	PAD4 inh	PAFAH1B3 FP inh
O=C(c1ccc(F)cc1)N1CCC2(CC1)OCCO2	4.6	4.0	-1.2	0.0	-0.7	-2.9	-0.4	-2.4	2.2
CCOc1ccc(NC(=O)c2ccc(NC(=O)COC(=O)Cc3ccccc3)cc2)cc1	4.9	-3.4	1.7	2.9	0.8	-2.0	-5.4	-2.0	0.4
COC(=O)[C@@H]1C[C@H]1[C@@H](NP(=O)(c1ccccc1)c1ccccc1)c1ccccc1	-5.9	2.8	-0.7	-4.5	1.4	2.3	-0.5	2.9	-8.2
N=C1c2ccccc2CN1NC(=O)c1ccc(F)cc1	5.5	-8.5	-0.6	0.5	-1.3	-4.6	2.6	2.5	1.3
C=CCN1C(=O)/C(=C/c2ccc(Br)s2)C(=O)NC1=S	3.5	9.6	2.9	7.1	-9.4	-20.2	-4.9	-7.3	-1.9
Cc1cc(C)cc(N2C(=O)NC(=O)/C(=C\c3cc(C)n(C)c3C)C2=O)c1	2.5	0.7	-1.4	21.1	0.8	-6.7	0.0	-3.0	-9.2
CC(=O)c1cn(Cc2ccc(F)cc2)c2ccccc12	1.1	2.1	-0.7	-4.5	-1.0	-4.0	3.6	-0.3	3.5
CC(=O)N(C)CC#CCN1CCC(O)CC1	0.1	-5.2	-2.8	-1.4	2.0	-0.2	4.4	-3.5	13.9
COC(=O)C1=C(c2ccc(S(C)(=O)=O)cc2)C[C@@H]2CC[C@H]1N2C	1.6	.	-1.9	0.9	2.1	1.3	.	-3.9	9.2
CN[C@@H](C)[C@@H](O)c1ccccc1	0.7	5.3	-0.4	3.6	0.8	-5.6	3.5	-5.2	-0.8
Cc1c(N=Cc2c(O)n(Cc3ccc(F)cc3)c(=O)[nH]c2=O)c(=O)n(-c2ccccc2)n1C	1.7	5.4	4.3	-4.7	-2.0	-1.9	1.0	-0.7	12.1
COC(=O)C1=C(c2cccc(OCc3ccccc3)c2)C[C@@H]2CC[C@H]1N2C(=O)NCc1cccc(C(F)(F)F)c1	3.5	.	1.5	1.8	-5.2	-10.3	.	0.3	2.5
COc1ccccc1[As](=O)(O)CC(O)COc1ccc(Cl)cc1Cl (stereo unspecified)	-7.9	-45.2	.	.	-5.6	-15.1	-4.4	-1.8	.
CCOc1ccc(CN(CCCl)CCCl)cc1C(=O)OC	2.1	-1.3	0.1	-5.4	-1.7	2.6	0.6	-0.6	13.5
C[C@@]12N[C@@H](Cc3ccccc31)c1ccccc12	1.6	4.8	-1.0&3.7	-2.0&-3.0	-0.7	-1.4	-0.4	-2.8	7.2&1.5
CCS(=O)(=O)N1CCC(C(=O)N2CCC3(CC2)OCCO3)CC1	-1.8	-2.2	-0.3	4.5	0.1	-1.9	-0.4	-0.1	7.5
COC(=O)N1C(c2ccccc2)C1c1ccccc1 (stereo unspecified)	2.0	6.0	.	.	-0.1	-5.0	2.7	-4.7	.
Cc1cc(C)c(S(=O)(=O)NCC2CCC(C(=O)N3CCC4(CC3)OCCO4)CC2)c(C)c1 (stereo unspecified)	-0.6	5.2	-2.0	-1.2	1.6	-1.3	-2.1	-4.8	0.8
N/C(=N/[N+](=O)[O-])N1CCN(C(=O)Oc2ccc([N+](=O)[O-])cc2)CC1	3.0	0.8	8.1	11.9	-0.3	-3.3	-0.3	-3.6	9.9
CC1CCC(NCCc2ccc3c(c2)OCO3)CC1 (stereo unspecified)	-0.1	10.7	-1.8	-2.6	-3.6	-13.1	4.0	-0.8	6.7

# (listing goes on)
Compound	pPAFAH FP inh	GSTO1 counter	PAFAH1B2 inh	PAFAH2 inh	LYPLA1 counter	PME-1 inh	Fam108B inh	PAD4 inh	PAFAH1B3 FP inh
CCOc1cc2c(cc1OCC)-n1cccc1C(c1ccc(OC)cc1)NC2 (stereo unspecified)	0.6	1.1	0.7	2.8	0.9	-0.2	2.2	-6.0	-5.5
COc1ccc(-c2nn(CCC#N)cc2C(=O)Nc2ccccc2Br)cc1[N+](=O)[O-]	2.1	1.0	2.0	-1.4	-1.6	-1.6	0.9	2.7	2.6
CC1(C)N2CC3([N+](=O)[O-])CN1CC([N+](=O)[O-])(C2)C3	-5.8	8.1	4.7	5.2	-4.0	-3.3	-1.8	1.8	1.0
C=CCn1c(O)c(/C=C2/C=c3ccccc3=N2)c(=O)[nH]c1=S	1.0	-1.6	5.3	17.4	-4.1	-1.3	-6.0	-2.5	-4.6
CCN(CC)Cc1c[nH]c2ccccc12	-0.9	22.8	0.0	-3.4	0.6	-1.6	4.2	2.2	3.3
C=CCN1C(=O)NC(=O)/C(=C/c2cnc(SC)nc2)C1=O	7.1	2.4	0.1	3.9	-0.7	-7.9	-2.3	-0.9	-4.9
O=C(CCc1nnc2ccc(NCc3ccccc3)nn12)N1CCC2(CC1)OCCO2	0.9	4.5	2.1	1.0	1.1	-3.5	-7.8	-13.4	7.3
CN(C)CC1CCCCC1OC(=O)c1ccc(Cl)c(Cl)c1 (stereo unspecified)	-1.2	-3.8	-0.5	-2.5	0.1	-7.9	-0.3	-0.8	-3.5
N[C@@H](Cc1ccc(N(CCCl)CCCl)cc1)C(=O)O	4.8	-4.0	4.2	3.4	-0.5	-6.3	-7.7	-1.6	7.3
COC(=O)C1=C(c2ccc(F)cc2F)C[C@@H]2CC[C@H]1N2C(=O)N1CCCCC1	-2.2	.	7.7	-3.2	1.4	-0.7	.	8.6	2.6
CN(C)C(=O)Oc1ccc(NC(=O)N2CCOCC2)cc1	1.5	-2.2	-1.2	-3.2	0.7	1.4	-1.1	-2.1	-0.1
CC1CCCN(CC(=O)c2ccc(Cl)c(Cl)c2)C1 (stereo unspecified)	6.9	6.0	3.3	-0.5	6.8	3.5	1.4	-6.8	3.8
NCCc1c(Cc2ccccc2)[nH]c2ccccc12	6.1	-1.7	.	.	-1.4	-6.6	2.3	7.6	.
O=C(c1ccc(Cl)cc1)C1CCCN(Cc2ccc3nonc3c2)C1 (stereo unspecified)	5.0	9.5	7.9	-0.3	-0.1	1.9	-1.7	-8.2	5.6
COc1cc(N2CCOCC2)ccc1/C=C1\C(=O)NC(=O)N(Cc2ccc3c(c2)OCO3)C1=O	9.9	7.5	1.3	1.6	-4.3	-7.0	0.3	-2.0	9.2
COc1ccccc1-n1c(O)c(/C=C2\C=Nc3ccccc32)c(=O)[nH]c1=O	0.5	-1.4	-1.5	3.1	-1.0	-3.4	0.6	-5.2	-3.0
COc1ccc(C(=O)C2CCCN(Cc3ccon3)C2)c(OC)c1 (stereo unspecified)	0.9	5.6	-1.1	3.4	1.6	1.1	-3.6	-3.2	-6.8
OC(CNC1CCCCC1)C(F)(F)F (stereo unspecified)	-2.1	6.3	2.1	-2.7	5.8	-13.2	-1.3	0.5	0.3
O=C(CN1CCCCC1)c1ccccc1F	-1.0	3.7	-2.3	3.8	-0.8	0.9	-0.7	-1.0	16.3
Cc1ccccc1N1C(=O)NC(=O)/C(=C\c2cc(C)n(C)c2C)C1=O	-0.8	2.7	-1.0	-3.5	-0.5	-9.0	1.6	-7.3	0.2
